# Ecoli viability – reduces bacterial viability in AddAB counter-screen | E. coli V3065 growth, OD600 absorbance, 18 h | 330,000 compounds, 0.27% hits | inhibition, % at 11.9 µM;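 active = inhibition above the campaign's mean inhibition across all tested compounds plus 3 SD, cut at about 9.9% in these data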;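 note: uninfected addAB+ strain grown without phage in ampicillin broth; 0% = DMSO wells and 100% = ciprofloxacin 0.95 µg/ml wells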
# CAL PDZ FP-1 – inhibitors of human CAL PDZ peptide binding. purified CAL PDZ, TMR-peptide fluorescence polarization, 1 h. inhibition, % at 24.9 µM. 300,000 compounds, 0.92% hits. AID 602252;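 active = mean inhibition of at least 30% with at least half of replicates also reaching 30%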;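 note: 0% = DMSO neutral control and 100% = excess unlabeled competitor peptide PRC23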
# Wnt act – activators of Wnt/beta-catenin signaling. Wnt/beta-catenin reporter cell assay, activator, plate reader. activation, % at 9.35 µM. 300,000 compounds, 1.2% hits. AID 743398; in the data active = activation above about 30%, passing the limit was not always enough;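 note: 0% = neutral control wells and 100% = positive control wells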
# Tat export inh – E. coli Tat transport inhibition | 340,000 compounds, 0.036% hits | inhibition, % at 10 µM | E. coli MC4100 TorA-mCherry Tat export, fluorescence;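 active = mean replicate inhibition at least 50% and at least half of replicates individually reaching 50%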;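 note: exported cargo escapes ClpAP degradation while cytoplasmic cargo is degraded and loses fluorescence; 0% = median of neutral control wells and 100% = median of NaSCN control wells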
# MITF TRPM1 HTS – increases MITF-driven TRPM1 promoter luciferase signal | SK-MEL-5 TRPM1-promoter luciferase, 24 h; % of positive control, neutral wells = 0 | activation, % at 12.5 µM | 300,000 compounds, 0.75% hits | AID 588334;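 active = mean activation of at least 80% with every replicate also reaching 80%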;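 note: 0% = neutral control wells and 100% = parthenolide positive control wells; values of inactives mirror those of a sister screen read the other way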
# SR-BI DiI-HDL act – SR-BI HDL lipid transfer activation. CHO ldlA[mSR-BI] cells, DiI-HDL uptake fluorescence, 3 h; 100 = double the neutral-control signal. activation, % at 12.5 µM. 320,000 compounds, 0.096% hits. AID 504775;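 active = mean replicate activation of at least 60% and every replicate at or above 60%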;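 note: 0% = median plate neutral-control signal and 100% = twice that signal; values of inactives mirror those of a sister screen read the other way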
#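 Material – SR-BI-overexpressing, LDLR-lacking CHO cells · Medium – BSA-supplemented, HEPES-buffered Ham's F12, pH 7.4 · Doses – single concentration · Times – compound with DiI-HDL co-incubation, 3 h at 37 °C · Measured by – bottom-read fluorescence, 550/595 nm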
# CAL PDZ FP-2 – inhibitors of human CAL PDZ peptide binding; purified CAL PDZ, TMR-peptide fluorescence polarization, 1 h; inhibition, % at 20 µM; 330,000 compounds, 0.02% hits; AID 504414;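 active = highest replicate inhibition of at least 40%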;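 note: plate controls were DMSO neutral control wells for no effect and unlabeled competitor peptide control wells for full effect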
#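 Test system: tagged CAL PDZ domain / Buffer or medium: sodium phosphate/NaCl buffer pH 7.4 with TCEP, IgG, Thesit / Reagent: TMR-labelled reporter peptide T*-PRC34 bound in PDZ groove / Compound dosing: single point, 20 µM / Schedule: 1 h incubation at room temperature before polarization reading / Technique: fluorescence polarization (mP) / Benchmarks: unlabelled peptide, DMSO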
# AddAB inh – less growth of phage-infected E. coli with AddAB | E. coli expressing H. pylori AddAB, absorbance growth | inhibition, % at 11.9 µM | 330,000 compounds, 0.29% hits; in the data active = inhibition above about 12%;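 note: 0% = vehicle wells of infected cells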
# SR-BI DiI inh – inhibitors of mouse SR-BI mediated HDL lipid uptake. 320,000 compounds, 0.96% hits. Q61009. ldlA[mSR-BI] CHO cells, DiI-HDL uptake fluorescence, 3 h. inhibition, % at 12.5 µM;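 active = mean replicate inhibition of at least 70% and a set share of replicates each scoring 70 or more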;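 note: 0% = median of neutral control wells and 100% = median of positive control wells; values of inactives mirror those of a sister screen read the other way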
# Target sequence (Q61009 whole entry, looked up): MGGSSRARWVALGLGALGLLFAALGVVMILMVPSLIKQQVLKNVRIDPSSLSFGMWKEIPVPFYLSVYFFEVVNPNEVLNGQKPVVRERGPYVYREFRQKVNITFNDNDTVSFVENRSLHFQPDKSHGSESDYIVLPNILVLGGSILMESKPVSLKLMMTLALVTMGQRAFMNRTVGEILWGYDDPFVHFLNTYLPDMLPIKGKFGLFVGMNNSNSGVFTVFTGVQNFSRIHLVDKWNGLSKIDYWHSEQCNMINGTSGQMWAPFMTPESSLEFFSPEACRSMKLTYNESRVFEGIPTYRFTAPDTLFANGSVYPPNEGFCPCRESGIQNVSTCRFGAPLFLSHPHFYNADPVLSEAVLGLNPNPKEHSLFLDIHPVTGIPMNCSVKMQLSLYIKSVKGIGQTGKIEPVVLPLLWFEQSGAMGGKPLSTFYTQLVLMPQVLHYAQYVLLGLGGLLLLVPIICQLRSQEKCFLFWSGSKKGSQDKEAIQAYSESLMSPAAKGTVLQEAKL
# phage Ecoli inh – E. coli growth loss with phage present | growth absorbance | inhibition, % at 11.9 µM | 360,000 compounds, 0.26% hits | AID 651602; in the data active = inhibition above about 11%
# * hit, by the source's call; · = not tested or not shown. Hits appear at their usual frequency; any-hit rate near 3.6%.
SMILES,Ecoli viability,CAL PDZ FP-1,Wnt act,Tat export inh,MITF TRPM1 HTS,SR-BI DiI-HDL act,CAL PDZ FP-2,AddAB inh,SR-BI DiI inh,phage Ecoli inh
Cc1cccc(C(=O)NC2CC3CCCC(C2)N3S(=O)(=O)c2ccccc2)c1 (centres undefined),-0.2,-4,·,-1,-20,-46,-1.0,0.6,46,2.0
O=C(CSc1nnc(-c2n[nH]c3ccccc23)n1-c1ccccc1)Nc1cccc(Cl)c1,1.0,-6,2,7,3,-14,-0.1,3.4,14,0.8
CC(=O)NS(=O)(=O)c1ccc(NC(=O)c2cccc(OCc3c(C)noc3C)c2)cc1,0.0,-7,8,-1,·,17,-1.4,0.7,-17,2.8
CCc1nc2c(n1O)CCc1nonc1-2,3.6,1,·,7,4,2,·,0.5,-2,4.0
C/C(=N\NC(=O)c1ccn(C)n1)c1ccc(NC(=O)c2cccc(F)c2)cc1,0.1,-2,8,-1,30,-45,-2.8,-0.1,45,1.5
CC1CCCC(C)N1/N=C/c1cccc(Br)c1 (centres undefined),-0.8,-5,3,-1,·,-1,-0.6,1.6,1,0.7
O=C(O)CCn1c(SCCOc2ccccc2)nc2ccccc21,1.1,·,-2,-4,8,28,0.1,-0.2,-28,-2.8
COc1cc(C2=NOC(C(=O)Nc3ccc4c(c3)OCO4)C2)cc(OC)c1OC (centres undefined),·,13,-2,3,11,16,-0.7,·,-16,0.4
CCCn1c(SCC(=O)N2c3ccccc3Sc3ccccc32)nc2ccccc21,0.6,-1,-12,0,-12,-15,-2.6,3.3,15,4.3
O=C(O)c1ccc(Cl)c(S(=O)(=O)NCc2ccco2)c1,-0.3,1,·,2,2,2,0.0,-1.7,-2,0.4
O=c1c2cnn(-c3ccccc3)c2ncn1Cc1ccccc1F,-0.5,·,-3,1,·,10,-1.8,1.2,-9,2.5
CCOC(=O)c1nc2ccccc2c(C)c1C,-2.8,7,0,1,14,·,-2.4,1.3,·,1.2
Cc1nc(-c2ccc(NC(=O)c3ccco3)cc2)cs1,-0.2,1,-9,4,-70,-15,-1.8,1.5,15,0.3
COc1ccc2c(c1)OC(c1ccccc1)(C(F)(F)F)NC2=O (centres undefined),-1.6,-1,-4,0,6,19,-0.1,-0.5,-19,2.1
COC(=O)c1ccccc1NC(=O)Cn1cc(Br)cn1,0.7,-3,-1,-6,10,10,-0.6,2.6,-10,1.6

# Single entries from above.
# MITF TRPM1 HTS with COc1ccc2c(c1)OC(c1ccccc1)(C(F)(F)F)NC2=O (centres undefined) is entered as 6
# phage Ecoli inh with O=C(O)CCn1c(SCCOc2ccccc2)nc2ccccc21 is entered as -2.8
# SR-BI DiI-HDL act with Cc1nc(-c2ccc(NC(=O)c3ccco3)cc2)cs1 is entered as -15

# More results follow.
SMILES,Ecoli viability,CAL PDZ FP-1,Wnt act,Tat export inh,MITF TRPM1 HTS,SR-BI DiI-HDL act,CAL PDZ FP-2,AddAB inh,SR-BI DiI inh,phage Ecoli inh
CCCN(Cc1ccco1)S(=O)(=O)c1ccc(OC)c(OC)c1,-1.7,-4,-1,3,-4,-7,0.1,-1.8,7,1.1
Cc1c(C)c2c(OCC(=O)N3CCC(C(=O)NCC(C)C)CC3)cc3c(c2oc1=O)CCC(C)(C)O3,-1.9,4,·,-12,-7,-45,-2.5,2.5,45,·
Clc1ncnc2scc(C3COc4ccccc4O3)c12 (centres undefined),-3.3,-2,·,2,·,7,-1.2,0.5,-7,-2.8
Nc1ccc2c(c1)CCC2=O,-3.0,·,·,0,14,7,-1.0,-1.6,-7,1.6
COc1ccc(C2CC(c3ccccc3)=NN2C(=O)COC(=O)c2cc(S(=O)(=O)N3CCOCC3)ccc2Cl)cc1 (centres undefined),-0.5,-1,-1,11,-4,-67,0.3,2.0,67,4.7
COc1ccc(CC(=O)Oc2cc(C)[nH]c(=O)c2[N+](=O)[O-])cc1,0.8,-4,·,-1,-4,18,0.3,0.8,-18,2.1
CCn1ncc(/C=N\NC(=O)c2csc3ccccc23)c1C,-1.2,-1,·,-3,·,-20,-2.8,0.1,20,1.1
COCCCn1nnnc1SCC(=O)N1CCN(C(=O)c2ccco2)CC1,0.0,·,0,3,-6,4,-1.0,1.3,-4,2.5
CC(C)(C)C(=O)Nc1cccc(-c2ccc[nH]2)n1,·,-2,-3,-1,·,5,-0.4,·,-5,-1.2
Cc1ccc(NC(=O)c2cc(NC(=O)c3ccccc3C(=O)O)ccc2N2CCCCC2)cc1,1.0,51*,-1,10,-11,-52,-3.3,-0.1,52,4.5
CCC(C)Nc1ncnc2c1cnn2Cc1ccc(Cl)cc1 (centres undefined),2.1,·,-5,-2,-11,-7,-1.0,-0.6,7,2.8
Cc1nc2ccccc2c(=O)n1NC(=O)c1ccc([N+](=O)[O-])cc1Cl,1.5,-2,-10,3,9,10,0.0,4.4,-10,2.7
CN(CC(=O)NCc1ccc(F)cc1)S(=O)(=O)c1ccc2c(c1)n(C)c(=O)c(=O)n2C,-1.7,·,-1,5,12,-6,-2.2,1.1,6,1.6
O=C(NC1CCN(Cc2ccccc2)CC1)c1ccc(Cl)cc1Cl,-1.5,·,-1,-1,-5,10,-0.2,-0.6,-10,3.6
CC1CCN(C(=S)c2cn(Cc3ccc(F)cc3)c3ccccc23)CC1,-0.7,25,-3,10,-4,-11,·,-0.2,11,4.3

# Ordered by the number under MITF TRPM1 HTS (low to high): three from the list above.
compound,MITF TRPM1 HTS
CCCN(Cc1ccco1)S(=O)(=O)c1ccc(OC)c(OC)c1,-4
CCc1nc2c(n1O)CCc1nonc1-2,4
COc1cc(C2=NOC(C(=O)Nc3ccc4c(c3)OCO4)C2)cc(OC)c1OC (centres undefined),11

# Next part
SMILES,Ecoli viability,CAL PDZ FP-1,Wnt act,Tat export inh,MITF TRPM1 HTS,SR-BI DiI-HDL act,CAL PDZ FP-2,AddAB inh,SR-BI DiI inh,phage Ecoli inh
COc1cccc(C(=O)N/N=C2\SCC(=O)N2Cc2ccc3c(c2)OCO3)c1,0.0,-2,3,-3,·,27,-0.4,1.0,-27,5.4
COc1ccc2oc(C(=O)N(CC(C)C)C3CCS(=O)(=O)C3)c(C)c2c1 (centres undefined),1.7,-4,6,3,-7,-33,-2.2,0.2,33,3.8
COn1c(-c2ccc(C)cc2)nc2ncccc21,3.1,-2,9,2,7,-28,-0.8,0.1,28,2.1
CC1CCCCC1n1c(=S)[nH]c2ccccc2c1=O (centres undefined),-1.5,-3,·,3,5,5,-2.8,-0.4,-5,0.9
CCOc1ccc(S(=O)(=O)NCc2ccc3c(c2)OCO3)cc1C(=O)O,-3.3,-2,1,2,-13,11,-3.2,-1.7,-11,0.2
Cc1cc(C)cc(Nc2c3c(nc4ncnn24)CCC3)c1,-0.1,-2,-12,1,-2,-21,-3.4,5.1,21,2.4
COc1ccc(S(=O)(=O)n2ccc(C(C)Oc3ccc(-c4ccccc4)c(F)c3)n2)cc1 (centres undefined),5.0,1,-12,-5,-9,-7,-1.8,2.0,7,2.1
COc1ccc(OCCOC(=O)CNS(=O)(=O)c2ccc(SC)c([N+](=O)[O-])c2)cc1,0.7,·,-3,-6,15,31,0.4,-1.4,-31,2.9
COC(=O)c1ccc(C2/C(=C(/O)c3ccc4c(c3)CC(C)O4)C(=O)C(=O)N2CCN2CCOCC2)cc1 (centres undefined),0.2,1,0,5,-4,9,-2.6,0.7,-9,3.2
COC(=O)c1ccc(/C=C2\Oc3ccccc3NC2=O)cc1,4.6,-3,20,-9,41,-32,-0.9,1.3,32,4.0
Cc1ccc(OCC(=O)NC(=S)Nc2cccc(NC(=O)c3ccccc3Cl)c2)cc1,-0.3,-3,-2,-3,29,-18,-1.0,1.5,18,3.0
Cc1nc(SCC(=O)NC(C)c2ccccc2)c2oc3ccccc3c2n1 (centres undefined),0.5,-6,-2,10,-13,-7,-0.2,1.9,7,0.5
CC(=O)c1ccc(NC(=O)CN2C(=O)NC3(CCc4ccccc43)C2=O)cc1 (centres undefined),-0.2,·,0,-1,-9,-5,-1.9,1.5,5,0.5
COc1ccc(C2(O)C(=O)Nc3ccccc32)cc1 (centres undefined),3.2,-3,0,-7,1,21,-1.8,3.0,-21,0.5
COc1ccc(-c2nnco2)cc1OC,1.3,-3,-1,6,5,39,0.7,4.9,-39,4.7
Cc1nc2ccc(NS(=O)(=O)c3c(C)c(C)cc(C)c3C)cc2s1,-0.4,3,3,6,-16,3,-2.8,1.1,-3,0.9
CCOc1cccc(/C=C/c2ccc3ccccc3n2)c1OC(C)=O,1.0,1,8,9,5,-35,-4.5,6.3,35,2.1
COc1cccc(C(=O)O/N=C/c2ccc(Sc3ccc(C)cc3)nc2)c1,0.5,1,·,1,52,3,0.1,2.2,-3,2.1
Cc1ccc(NC(=S)NC(=O)/C=C/c2ccc(Cl)cc2)cc1,-1.2,5,-1,5,14,-8,-2.1,1.4,8,3.0
O=C(Nc1ccccc1)OCC1CCCO1 (centres undefined),1.3,-5,0,-6,36,6,-1.1,-0.4,-6,2.5
COC(=O)c1ccccc1NC(=O)N1CCN(S(=O)(=O)c2ccc(Cl)cc2)CC1,0.0,-16,1,-1,·,-33,-2.6,1.3,33,3.5
O=[N+]([O-])c1ccc(Sc2cccc3cccnc23)c2cccnc12,-0.3,·,8,-10,-36,-60,-2.9,2.2,60,1.8
C/C(CC(=O)Nc1ccc2c(c1)OCCO2)=N\NC(=O)c1cccc(O)c1,0.4,·,-1,7,15,-5,-0.9,0.3,5,1.1
OC(c1ccc(OCc2ccccc2)cc1)c1nnc(-c2ccccc2)o1 (centres undefined),0.4,-2,3,7,22,8,-1.5,0.6,-8,3.8
CCC(C)NC(=O)c1cnn2c(C)c3c(nc12)CCCC3 (centres undefined),-1.0,·,·,1,-2,-15,-12,0.1,15,0.8
O=C(NC1CCCCCCC1)c1ccc2c(c1)OCO2,0.7,-2,24,-1,42,1,-0.7,3.1,-1,4.8
O=C(O)CCCCc1nc2ccccc2s1,3.0,-5,-2,-7,·,14,-1.7,0.5,-14,0.4
Cc1cc(NC(=O)CCOc2ccccc2)no1,0.7,-3,0,-4,-3,12,·,1.7,-12,1.8
COc1ccc(CCNC(=O)CN2C(=O)COc3ccc(S(=O)(=O)N4CCCC4)cc32)cc1OC,-0.4,-2,0,1,10,31,-2.5,1.5,-31,0.0
Cn1c(SCCN2CCCC2)nnc1C1CCN(S(=O)(=O)c2ccc(F)cc2)CC1,3.0,-2,-2,1,·,·,-2.8,5.3,·,-1.7
CC(OC(=O)c1cc(S(=O)(=O)N2CCOCC2)ccc1F)C(=O)NCc1ccc2c(c1)OCO2 (centres undefined),-0.8,-3,1,-6,8,-8,0.1,1.8,8,4.8
CCOc1ccccc1CN1CCN(S(C)(=O)=O)CC1,2.5,-4,·,2,9,-1,-1.4,0.8,1,0.2
CC(C)n1cc(/C=N/Nc2ccc(C(=O)O)cc2)c2ccccc21,0.2,71*,-10,-5,8,21,0.2,0.6,-21,1.2
O=C1CCC(=O)N1CCC(c1ccc(F)cc1)c1ccco1 (centres undefined),-1.1,·,-1,-5,0,8,-1.7,0.8,-8,1.6
CCOc1ccc(/C=C2/Sc3ccc(C(=O)N4CCOCC4)cc3N(C)C2=O)cc1OC,0.9,2,-1,6,3,-51,0.3,2.4,51,-1.3

# Screening results: PubChem BioAssay, several laboratories
